# human PMI inhibition – MPI enzyme activity inhibition – biochemical, fluorescence intensity, coupled assay, primary screen (AID 1209) | 190,000 compounds, 0.42% hits | purified PMI enzyme, coupled fluorescence intensity; higher % means a stronger effect | one-dose inhibition, % at 20 µM; IC50 in µM for titrated hits;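 also: plate controls were DMSO vehicle for no effect and wells lacking substrate for full effect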
# RSV CPE inhibition – inhibition of RSV-induced cytopathic effect – HEp-2 cells, primary 10 µM value included (AID 2391); 310,000 compounds, 0.13% hits; CPE inhibition, % at 10 µM, or IC50 in µM where a hit was titrated; HEp-2 cells, RSV-induced CPE inhibition; higher % means a stronger effect; in the data active = a potency from the dose series; inconclusive = CPE inhibition mostly from about 23% at the one dose, without a potency; inactive = the rest, 99 in 100 with CPE inhibition below about 21%; also: strong numbers were not always called active
# WT yeast gro inh – growth inhibition of WT yeast, mitochondrial fusion screen | mitochondrial fusion phenotypic screen, WT strain | inhibition, % at 10 µM | 190,000 compounds, 2.1% hits; in the data active = inhibition above about 58%; tested in S. cerevisiae
# Siah-1 displacement – blockers of Siah-1 interaction with plectin peptide – biochemical, fluorescence polarization, rhodamine-plectin, uHTS, primary screen (AID 1817) | Siah-1 / rhodamine-plectin peptide fluorescence polarization; higher % means a stronger effect | displacement, % at 20 µM; hits with a dose series show IC50 in µM | 290,000 compounds, 0.02% hits;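 active = displacement of at least 50% at 20 µM, with a fluorescence ratio check between 0.3 and a set limit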;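 also: plate controls were Siah plus tracer with DMSO for no effect and tracer alone without Siah for full effect; strong numbers were not always called active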
# XIAP antagonists – XIAP antagonists, biochemical, IAP family, fluorescence polarization (AID 1018); one-dose displacement, % at 20 µM; IC50 in µM for titrated hits; XIAP BIR domain, fluorescence polarization peptide displacement; higher % means a stronger effect; 200,000 compounds, 0.007% hits; in the data active = displacement above about 50%; also: a part of the inactive calls stands beside numbers as strong as those of hits
# human PMI inhibitors – MPI inhibition at elevated mannose 6-phosphate – biochemical, fluorescence intensity, high mannose 6-phosphate, primary screen (AID 1220); inhibition, % at 20 µM, or IC50 in µM where a hit was titrated; 190,000 compounds, 0.66% hits; recombinant PMI enzyme, coupled fluorescence intensity; higher % means a stronger effect
# Myeloid diff MLP – compounds promoting myeloid differentiation; calls only at 10 µM; AID 624256; 360,000 compounds, 1% hits; ER-HoxA9 myeloid progenitors, lysozyme-GFP differentiation, flow cytometry;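 active = normalized GFP-positive differentiation at or above the plate's own cutoff, the solvent-only control mean plus 3 SD; inconclusive = no clear call, values can overlap the other calls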;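 also: cells exposed to compound for four days before flow analysis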
# TNAP activation fold – stimulation of alkaline phosphatase TNAP activity – biochemical, luminescent, no phosphate acceptor, uHTS, primary screen (AID 1001). purified TNAP, luminescent activation assay, no phosphate acceptor; higher activation fold means a stronger effect. one-dose activation fold at 20 µM; EC50 in µM for titrated hits. 200,000 compounds, 0.03% hits; in the data active = activation fold from about 3, or a potency from the dose series; inactive = the rest, 99 in 100 with activation fold below about 1.6; also: many of its hits are not listed in these tables
# PhoP inhibition – inhibitors of PhoP regulon expression, primary screen, Salmonella Typhimurium, GFP reporter (AID 1863); inhibition, % at 50 µM; hits with a dose series show IC50 in µM; S. Typhimurium PhoP-regulated promoter GFP reporter, 4 h; higher % means a stronger effect; 300,000 compounds, 0.16% hits;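 active = inhibition over 29.93%, a cutoff 3 SD above the screen mean, later confirmed by dose response; inconclusive = inhibition over 29.93% but no dose response follow-up; inactive = inhibition at most 29.93% or unconfirmed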;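 also: 0% = low Mg2+ inducing control and 100% = high Mg2+ repressing control; strong numbers were not always called active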
# WT yeast gro inh mutant strain – second read-out of WT yeast gro inh, no call of its own (marks repeat the call); inhibition, %; mitochondrial fusion phenotypic screen, mutant strain inhibition
# Myeloid diff MLP GFP+ MAC1+ % – also measured in Myeloid diff MLP; calls as there; GFP+ MAC1+ double positive, %; measured here: differentiation confirmed by MAC1 staining
# An asterisk follows results filed as active; i = inactive; ? = inconclusive; nt = not tested or not shown; + = active, no number. Rule as the data show it, unless noted: active = inhibition above about 50%; inactive = the rest.
mol	Siah-1 displacement	Myeloid diff MLP	human PMI inhibitors	TNAP activation fold	human PMI inhibition	WT yeast gro inh mutant strain	WT yeast gro inh	XIAP antagonists	RSV CPE inhibition	PhoP inhibition	Myeloid diff MLP GFP+ MAC1+ %
O=[N+]([O-])c1cc(C(F)(F)F)ccc1Oc1cccnc1[N+](=O)[O-]	2%	i	1%	1	-3%	6	-21	-4.7%	12%	8%	0.2
NC(=O)C1(N2CCCCC2)CCN(Cc2nc3ccccc3c(=O)[nH]2)CC1	-5%	i	1%	1	2%	9	8	-3.7%	1.4%	10%	0.9
CCOC(=O)C(/C=C(\C#N)C(=O)OCC)=C(/N)N1CCN(c2ccc(Cl)cc2)CC1	-4%	i	8%	1	20%	-26	0	-0.3%	0.1%	19%	1.7
CCOCCCNC(=O)C(c1ccc(OC)cc1)N(Cc1ccc2c(c1)OCO2)C(=O)c1cnccn1 (stereo unspecified)	2%	nt	17%	1.1	8%	2	3	-6.1%	2.6%	1%	nt
O=C1CC(c2ccco2)Cc2nc(Nc3ccc(F)cc3)ncc21 (stereo unspecified)	-6%	i	-10%	1.1	1%	-5	-15	-7.7%	0.2%	-7%	0.9
CN(C)S(=O)(=O)c1cccc(C(=O)NCc2cccs2)c1	4%	i	1%	1.1	8%	-10	-10	-1.6%	2.1%	-7%	1.0
C/C(=N\NC(=O)C(=O)Nc1cccc(C(F)(F)F)c1)c1ccc(Cl)s1	5%	i	-1%	1.1	-4%	-11	5	-2.0%	1.7%	-5%	2.5
COc1cccc(C(=O)NCC(C)(C)SCc2ccc(F)cc2)c1	2%	i	nt	nt	nt	nt	nt	nt	1.0%	-5%	0.8
CON1C(=O)C(=O)N(OC)C2CCCCCC21 (stereo unspecified)	5%	i	-16%	1.1	-10%	5	-11	1.4%	1.3%	-7%	0.2
COc1ccccc1C1CCN(Cc2c(C)[nH]c3ccccc23)CC1	-1%	i	nt	nt	nt	nt	nt	nt	0.3%	2%	0.3
COC(=O)c1ccccc1NC(=O)N1CCN(Cc2ccco2)CC1	6%	i	-1%	1.1	1%	9	12	-6.2%	0.5%	0%	0.0
CCOC(=O)c1c(NC(=O)CSc2nc3ccccc3s2)sc(C)c1C	3%	+	8%	1.1	14%	-1	-13	-5.5%	8.2%	-3%	3.7*
O=C(CCc1nc2ccccc2c(=O)[nH]1)OCC(=O)N1CCN(S(=O)(=O)c2ccccc2)CC1	-2%	i	4%	1.1	4%	2	15	-5.8%	2.1%	-2%	0.5
COc1ccc(CN2CCC(C(=O)Nc3ccc(Oc4ccccc4)nc3)CC2)cc1F	2%	i	nt	nt	nt	nt	nt	nt	6.4%	-5%	0.0
COc1cccc(C(=O)NN2CC(O)=C(c3nc(C)cs3)C2=N)c1	2%	i	nt	nt	nt	nt	nt	nt	0.1%	-1%	0.6
COC(=O)c1ccc(C2=NOC(C)(c3sc(-c4ccccc4)nc3C)C2)cc1 (stereo unspecified)	13%	i	nt	nt	nt	nt	nt	nt	0.1%	-3%	1.6
O=C(c1cc2cc([N+](=O)[O-])ccc2s1)N1CCCCC1	-5%	i	10%	1.1	4%	-2	-27	-8.5%	1.2%	-4%	1.1
COc1ccc(-n2nc(C#N)c(Cl)cc2=O)cc1	2%	?	10%	1.1	-3%	59*	67*	-0.7%	nt	1%	nt
CCON1C(=O)CN(C(=O)OC)C1c1ccc(Cl)cc1Cl (stereo unspecified)	9%	i	-6%	1.1	-4%	-8	-25	1.4%	0.7%	6%	1.3
Cc1nc(SCC(=O)NCc2ccco2)c2c3c(sc2n1)CCCC3	-2%	i	13%	1.1	10%	3	-5	-12%	1.8%	11%	0.6
CCN1CCN(C(=O)c2cccc(OC3CCN(S(=O)(=O)N(C)C)CC3)c2)CC1	5%	i	nt	nt	nt	nt	nt	nt	1.0%	-1%	1.4
COc1ccc(OC)c2sc(NC(=O)c3ccc(S(=O)(=O)N4CCOCC4)cc3)nc12	-2%	i	11%	1	11%	-5	1	-5.0%	1.1%	7%	4.9
COc1ccc(N(CC(=O)Nc2cccc(C(=O)O)c2)S(=O)(=O)c2c(C)noc2C)cc1	-3%	i	12%	1	1%	-10	-2	-4.1%	2.5%	-6%	1.6
CC(=O)c1cccc(NS(=O)(=O)c2c(C)noc2C)c1	9%	i	-4%	1.1	3%	3	-6	-2.5%	0.9%	1%	1.3
Cc1c(NC(=S)NC(=O)c2cc3ccccc3o2)cccc1C(=O)O	15%	i	nt	nt	nt	nt	nt	nt	0.7%	-2%	1.2
CCn1nnnc1NCc1cccn1C	2%	i	-6%	1.1	1%	-12	-16	-4.2%	1.3%	-2%	0.9
Cc1cccc2cc(CN(CCCN(C)C)C(=S)NCCc3ccccc3)c(=O)[nH]c12	1%	i	-2%	1	8%	-17	-13	-3.7%	0.3%	-11%	0.7
CC12CCC(C(=O)N(CCC#N)CCC#N)(CC1=O)C2(C)C (stereo unspecified)	0%	i	11%	1.1	7%	-8	-16	-10%	-0.7%	-1%	0.3
Cc1cccc(-c2oc3ccccc3c2C#CCCCCO)c1	8%	i	nt	nt	nt	nt	nt	nt	3.2%	-3%	0.7
COc1cccc(OC)c1C(=O)N=c1sc2cc(S(C)(=O)=O)ccc2n1C	12%	i	3%	1.1	-1%	14	-10	-1.2%	1.1%	-11%	0.2
O=C(NCCc1nc2ccccc2[nH]1)/C(=C/c1ccco1)NC(=O)c1ccco1	-4%	i	7%	1.1	-4%	-8	-3	-2.8%	0.2%	-8%	0.6
CS(=O)(=O)c1ccccc1-c1nc(-c2ccc(C(F)(F)F)cc2)no1	0%	i	-1%	1.1	8%	-29	-12	-5.7%	?	4%	0.3
CCOC(=O)c1c(NC(=O)CC)sc(C(C)=O)c1C	-2%	i	-6%	1.1	4%	4	3	-6.9%	0.8%	6%	2.6
O=C(NCCC1=CCCCC1)c1cnsn1	2%	i	2%	1	7%	20	12	-5.3%	0.1%	8%	1.3
COc1ccc(C2CC(c3ccc(F)cc3)Nc3nc(N)nn32)cc1OC (stereo unspecified)	-5%	i	-1%	1.2	-5%	-1	7	-3.5%	0.4%	15%	2.3
NC(=O)C1CCN(C(c2ccccc2F)c2nnnn2Cc2ccco2)CC1 (stereo unspecified)	3%	i	-12%	1.2	-6%	0	7	-5.6%	1.0%	-14%	0.9
COc1ccc(NC2CCCN(C(=O)c3cccc(C(F)(F)F)c3)C2)cc1OC (stereo unspecified)	-7%	i	nt	nt	nt	nt	nt	nt	0.0%	-2%	1.0
Cc1cc(C)c2c(NC(=O)C3CC3)nn(C)c2n1	2%	i	7%	1.1	5%	1	6	-2.5%	2.2%	-8%	0.7
Cc1ccccc1N(C(=O)c1snc(C(N)=O)c1N)C(C(=O)NCc1ccccc1)c1ccc(O)cc1 (stereo unspecified)	6%	i	nt	nt	nt	nt	nt	nt	13%	3%	1.4
COc1ccccc1NC(=O)CCc1c(C)nc2c(-c3ccc(F)cc3)c(C)nn2c1C	-2%	i	nt	nt	nt	nt	nt	nt	-0.5%	-2%	0.0

# Random excerpt: six entries already listed.
mol	Siah-1 displacement	Myeloid diff MLP	human PMI inhibitors	TNAP activation fold	human PMI inhibition	WT yeast gro inh mutant strain	WT yeast gro inh	XIAP antagonists	RSV CPE inhibition	PhoP inhibition	Myeloid diff MLP GFP+ MAC1+ %
CCOC(=O)c1c(NC(=O)CC)sc(C(C)=O)c1C	-2%	i	-6%	1.1	4%	4	3	-6.9%	0.8%	6%	2.6
Cc1cc(C)c2c(NC(=O)C3CC3)nn(C)c2n1	2%	i	7%	1.1	5%	1	6	-2.5%	2.2%	-8%	0.7
COc1ccccc1NC(=O)CCc1c(C)nc2c(-c3ccc(F)cc3)c(C)nn2c1C	-2%	i	nt	nt	nt	nt	nt	nt	-0.5%	-2%	0.0
COc1ccc(NC2CCCN(C(=O)c3cccc(C(F)(F)F)c3)C2)cc1OC (stereo unspecified)	-7%	i	nt	nt	nt	nt	nt	nt	0.0%	-2%	1.0
COc1ccc(C2CC(c3ccc(F)cc3)Nc3nc(N)nn32)cc1OC (stereo unspecified)	-5%	i	-1%	1.2	-5%	-1	7	-3.5%	0.4%	15%	2.3
Cc1ccccc1N(C(=O)c1snc(C(N)=O)c1N)C(C(=O)NCc1ccccc1)c1ccc(O)cc1 (stereo unspecified)	6%	i	nt	nt	nt	nt	nt	nt	13%	3%	1.4

# Other results follow:
mol	Siah-1 displacement	Myeloid diff MLP	human PMI inhibitors	TNAP activation fold	human PMI inhibition	WT yeast gro inh mutant strain	WT yeast gro inh	XIAP antagonists	RSV CPE inhibition	PhoP inhibition	Myeloid diff MLP GFP+ MAC1+ %
CN(C)S(=O)(=O)c1ccc(C(=O)Nc2ccccn2)cc1	2%	i	-5%	1.1	-1%	11	5	4.0%	-0.2%	-16%	5.6
Cc1ccc(S(=O)(=O)Nc2ccc(O)c(Sc3ncn[nH]3)c2)cc1	2%	i	28%	0.3	15%	-6	-8	13%	1.6%	3%	0.4
CN(/N=C/c1ccncc1)c1cnn(-c2ccc(F)c(Cl)c2)c(=O)c1Cl	3%	i	-8%	1	0%	5	4	-20%	3.8%	-4%	0.8
CC(C)n1cnc2cc(NCc3ccccc3O)ccc21	-1%	i	nt	nt	nt	nt	nt	nt	-0.1%	9%	0.2
CC(=O)c1c(C)[nH]c(C(=O)OCC(=O)NCC(C)C)c1C	0%	i	-4%	1	-5%	-10	-7	-8.7%	6.3%	5%	0.9
S=c1[nH]nc(Cn2nnc3ccccc32)n1-c1ccccc1	15%	i	-4%	1.1	-2%	-4	-4	-6.2%	0.4%	2%	0.6
CCOC(=O)c1[nH]cnc1C(=O)NC(C)C	1%	i	-11%	1.2	-8%	-9	-2	1.8%	2.0%	2%	0.6
O=C(CCNC(=O)C1CCN(S(=O)(=O)c2ccc(F)cc2)CC1)NCCc1cccc(F)c1	15%	i	nt	nt	nt	nt	nt	nt	-0.9%	-7%	0.0
Cc1c(NC(=O)CSc2nnc3c4ccccc4n(CCc4ccccc4)c3n2)c(=O)n(-c2ccccc2)n1C	-5%	i	10%	1	-5%	2	12	-3.7%	3.3µM*	-2%	2.6
O=C(CSc1nnc(Cc2cccs2)n1-c1ccccc1)Nc1ccc2c(c1)OCCO2	4%	i	15%	1.2	18%	nt	nt	-9.6%	0.4%	16%	0.7
COCCNC(=O)CN(C(=O)Cn1nnc2ccccc21)c1ccccc1C	6%	i	-7%	1.1	-2%	-2	0	-3.8%	0.6%	4%	0.5
CCOCCCn1c(=N)c(C(=O)NCc2ccc3c(c2)OCO3)cc2c(=O)n3ccccc3nc21	2%	nt	-8%	0.9	-6%	2	4	-3.0%	nt	-21%	nt
N#Cc1ccc(/C=C/C(=O)c2ccco2)cc1	-3%	i	-34%	1	-27%	16	0	-95%	0.9%	-4%	1.1
